PLK1 PBD inh = qHTS for Inhibitors of PLK1-PDB (polo-like kinase 1 - polo-box domain): Primary Screen | Serine/threonine-protein kinase PLK1 (Homo sapiens), P53350 | Potency, µM, without a hit: max response, negative = inhibition, hits mostly inhibitors | AID 720504, 2013 | Plk1 PBD binding of FITC phosphopeptide, fluorescence polarization | 360,000 tested, 2.8% active; further: potency means the concentration at half of the fitted maximal effect; series mostly up to about 57 µM; on the % scale 0 is the no-effect control and ±100 the full control effect; nearly all actives have a fitted effect of over 65% in size
FUS suppressor = qHTS for Suppressors of FUS Proteinopathy: Primary screen using FUS-linked yeast assay | S. cerevisiae FUS-expressing, growth rescue, OD600, 24 h | Potency, µM (top dose mostly 76.6 µM), for inactives: at the highest dose growth rescue (activation), most hits filed as activators | 390,000 tested, 0.24% active | AID 1347120, 2019;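 further: potency means the concentration at half of the fitted maximal effect; plate controls were DMSO vehicle for no effect and reference control for full effect; nearly all actives have a fitted effect of over 55% in size; some results filed as inactive show a strong effect at the top dose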
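Galactose (2%) drives FUS expression in yeast precultured in raffinose; seeding density OD 0.005. Test compounds incubated 24hr at 30C and 99% humidity before absorbance at 600 nm was measured.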
WRN helicase inh = qHTS for Inhibitors of WRN Helicase; Potency, µM (titrated, usually from 114 µM), without a hit: top-dose activity change, negative = inhibition, hits mostly inhibitors; 360,000 tested, 0.46% active; WRN helicase unwinding, fluorescent forked duplex, kinetic; AID 651768, 2012; Bifunctional 3'-5' exonuclease/ATP-dependent helicase WRN (Homo sapiens), Q14191; further: potency means the concentration at half of the fitted maximal effect; on the % scale 0 is the no-effect control and ±100 the full control effect; nearly all actives have a fitted effect of over 55% in size
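Kinetic fluorescence helicase assay: unwinding of a quenched forked DNA duplex (100 nM final) with 2 mM ATP final raises red fluorescence (525/598 nm). Compounds sat 15 min at room temperature with 20 nM WRN beforehand.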
EPAC1 antag = qHTS for Antagonist of cAMP-regulated guanine nucleotide exchange factor 3 (EPAC1): primary screen. Rap guanine nucleotide exchange factor 3 (Homo sapiens), O95398. Potency, µM (titrated, usually from 115 µM), for the others: at the highest dose activity change, negative = inhibition, hits mostly inhibitors. EPAC1 GEF assay, Rap1b-BODIPY-GDP exchange fluorescence. 360,000 tested, 0.14% active;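 further: potency means the concentration at half of the fitted maximal effect; plate controls were vehicle for no effect and positive control for full effect; nearly all actives have a fitted effect of over 50% in size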
Target sequence (O95398 whole entry, looked up): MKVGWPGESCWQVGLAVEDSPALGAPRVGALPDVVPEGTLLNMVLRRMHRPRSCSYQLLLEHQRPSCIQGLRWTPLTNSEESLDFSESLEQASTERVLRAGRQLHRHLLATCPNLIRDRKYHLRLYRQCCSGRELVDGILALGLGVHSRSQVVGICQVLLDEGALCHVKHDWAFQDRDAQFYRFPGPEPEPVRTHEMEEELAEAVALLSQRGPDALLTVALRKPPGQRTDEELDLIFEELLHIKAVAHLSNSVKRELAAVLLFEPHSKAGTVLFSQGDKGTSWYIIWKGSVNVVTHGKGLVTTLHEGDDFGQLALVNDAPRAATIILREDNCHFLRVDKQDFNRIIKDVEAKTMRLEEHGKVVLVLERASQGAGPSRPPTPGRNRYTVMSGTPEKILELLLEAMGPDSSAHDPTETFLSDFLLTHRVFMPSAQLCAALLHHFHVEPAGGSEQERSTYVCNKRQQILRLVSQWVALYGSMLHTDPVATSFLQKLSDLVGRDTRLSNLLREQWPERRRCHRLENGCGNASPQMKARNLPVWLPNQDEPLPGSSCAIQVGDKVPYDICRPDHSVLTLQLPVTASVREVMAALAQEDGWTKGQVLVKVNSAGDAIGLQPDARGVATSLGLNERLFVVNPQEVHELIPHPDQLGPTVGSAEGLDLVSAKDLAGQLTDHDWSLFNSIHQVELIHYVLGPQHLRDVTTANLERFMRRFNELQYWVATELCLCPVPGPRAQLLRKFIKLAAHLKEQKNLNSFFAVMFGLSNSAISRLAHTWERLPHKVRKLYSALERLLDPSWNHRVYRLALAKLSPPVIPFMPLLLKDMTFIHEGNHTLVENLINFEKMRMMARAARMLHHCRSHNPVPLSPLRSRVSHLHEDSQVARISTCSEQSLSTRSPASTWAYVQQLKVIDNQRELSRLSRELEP
EPAC1 ag = qHTS for Agonist of cAMP-regulated guanine nucleotide exchange factor 3 (EPAC1): primary screen; Rap guanine nucleotide exchange factor 3 (Homo sapiens), O95398; EPAC1 agonist qHTS, biochemical assay; response scale: 100% = response to 6.5 mM cAMP; Potency, µM (highest dose often 154 µM), for inactives: top-dose activation, usual class: activators; 360,000 tested, 0.073% active; AID 720707, 2013; further: potency means the concentration at half of the fitted maximal effect; nearly all actives have a fitted effect of over 60% in size
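Compounds were pinned as a concentration titration into mixtures of EPAC1 (100 nM), BODIPY-GDP-loaded Rap1B (250 nM) and GDP (50 uM). After 5 min at room temperature, fluorescence was followed for 30 min; activity was scaled to 6.5 mM cAMP.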
PI5P4Ka inh = qHTS for Inhibitors of phosphatidylinositol 5-phosphate 4-kinase (PI5P4K). 330,000 tested, 1.2% active. AID 652105, 2013. max response, %. Phosphatidylinositol 5-phosphate 4-kinase type-2 alpha (Homo sapiens), P48426. PI5P4Kalpha enzyme, ADP-Glo luminescence, 60 min; hits give low values; active means max response of -50% or lower; inconclusive means between -30% and -50%; inactive means -30% or higher; further: value at the top dose of about 77 µM; on the % scale 0 is the no-effect control and ±100 the full control effect
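Luminescence from ADP-Glo served as readout of PI5P4Kalpha activity in a qHTS format. Reaction: enzyme, substrate, compound, ATP at 5 microM final, 60 min at RT.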
IL-2 act = qHTS of IL-2 Activators; IL-2 activation reporter assay, cell-based qHTS; stimulated with anti-CD3/CD4/CD28 beads; in transgenic mouse T cells; activation, % (series mostly up to about 46 µM); AID 652025, 2013; 360,000 tested, 0.065% active; in the data active means activation above about 50%; inconclusive means mostly about 30% to 49%; further: 0% is about no effect
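Unstimulated transgenic mouse T cells; 60-min compound exposure; bead-based TCR/CD4/CD28 stimulation; 18 h culture, 37 degrees C; dual fluorescence (EGFP, DsRed) plate cytometry.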
Abeta yeast res = qHTS for compounds that reverse cellular toxicity of Amyloid beta (A-beta) peptide in yeast: Primary Screen; yeast expressing A-beta42, growth rescue, OD600, 48 h; response scale: 0% DMSO, 100% iron-clioquinol control; Potency, µM (series often up to 46.1 µM), for inactives: at the top dose growth rescue, usual class: activators; 410,000 tested, 0.063% active; further: potency means the concentration at half of the fitted maximal effect; nearly all actives have a fitted effect of over 55% in size
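Yeast A-beta toxicity model in growth medium with pinned compounds, 48 h at 30 C; growth read as absorbance at 600 nm. Normalized to FeCl3/clioquinol equimolar mix (positive) and DMSO (negative).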
* = called active by the depositor; ? = inconclusive; / = no result given; [ ] = another dose, or the depositor's remark. Unless noted, the call rests on the fitted dose curve; in most records, active means well fitted curve in the direction sought with a large enough effect; inconclusive means small, poorly fitted or top-dose-only effect, or another doubt; inactive means no such curve, though single readings can be large; an effect the other way counts as inactive or inconclusive. The order is random (roughly 4.1% active in at least one column).

SMILES | PLK1 PBD inh | FUS suppressor | WRN helicase inh | EPAC1 antag | EPAC1 ag | PI5P4Ka inh | IL-2 act | Abeta yeast res
CCCCC1=CC2=CC(=O)C(C)(OC(=O)CC)C(=O)C2=CN1Cc1ccccc1 (stereo not given) | -9% | 10% | -5% | -20% | -4% | 0 | -0.2 | 0%
CCOc1ccc2nc(NC(=O)CSc3nc4c(c(=O)n(C)c(=O)n4C)n3CC)sc2c1 | 2% | 2% | 8% | 13% | -2% | / | 6.7 | 13%
COc1ccc(OCc2nnc(SCC(=O)NC3CCCCC3)o2)cc1 | ? | 17% | -5% | 9% | -5% | 4 | -3.2 | 0%
O=C(Nc1ccccc1)c1nc[nH]c1C(=O)NCCCNC(=O)c1[nH]cnc1C(=O)Nc1ccccc1 | -8% | -6% | 0% | 5% | 2% | 0 | -0.4 | 10%
OC(COCc1ccccc1)CN1CCN(Cc2ccc3c(c2)OCO3)CC1 (stereo not given) | -12% | 38% | -30%[57.1 µM] | 4% | 11% | -5 | -3.0 | -2%
N#CCC(=O)N/N=C/c1ccc(OS(=O)(=O)c2ccccc2)cc1 | -1% | 59% | -4% | -11% | 3% | / | 1.1 | 17%
O=C(Nc1ccc(-c2noc(-c3ccccc3F)n2)cc1)c1cccs1 | -12% | -1% | -1% | 7% | 2% | 2 | -0.1 | 3%
COc1ccc(CN2CCOC2=O)cc1OC | 3% | -34% | -3% | 4% | 1% | -1 | -0.3 | 6%
Cc1ccc(NC(=O)CCC(=O)NNC(=O)C(C)(C)C)c(C)c1 | -12% | -26% | 5% | 14% | 6% | -1 | 0.1 | 5%
CCC1CCC2(CC1)NC(CO)(CO)CO2 (stereo not given) | -3% | -15% | 0%[57.1 µM] | 8% | -6% | / | -1.0 | -8%
CC(C)=CCOc1ccc([C@@H]2COc3c(ccc4c3C=CC(C)(C)O4)C2)c(O)c1 | 2% | -19% | -4% | -29% | -14% | -2 | -0.4 | 6%
COc1cc2cc(C(c3nnnn3C(C)(C)C)N3CCc4ccccc43)c(=O)[nH]c2cc1OC (stereo not given) | -10% | 28µM* | -7% | -7% | 14% | / | 3.4 | -9%
Cc1cc[n+](CCc2ccccc2)cc1C | -1% | 21% | -3% | 1% | 7% | 10 | 1.8 | 4%
CSc1cccc(N2CC(C(=O)Nc3cccc(S(=O)(=O)N4CCCC4)c3)CC2=O)c1 (stereo not given) | -11% | -7% | 0% | -5% | 50µM* | 4 | -0.8 | -6%
CCOc1ccc(NC(=S)NC(=O)c2cccnc2)c([N+](=O)[O-])c1 | -16% | 4% | -2% | -20% | -1% | 3 | -1.1 | 2%
Fc1ccc(COc2cccc(CNCc3ccncc3)c2)cc1 | 2% | 12% | -13% | 7% | -3% | 1 | -0.5 | 0%
CCOC(=O)N1CCC(N(CCOC)C(=O)Nc2ccc(CC)cc2)CC1 | -1% | 26% | -5% | 3% | -2% | / | -0.9 | -13%
COc1cccc(NC(=O)/C=C/c2ccco2)c1 | -13% | 16% | -4% | 5% | 1% | -4 | -2.8 | -48%[inhibitor]
COc1ccc(N(CC(=O)NC2CCCCC2)C(=O)c2ccc(C)s2)c(OC)c1 | -9% | 4% | -1% | ? | -1% | 0 | 0.3 | -1%
O=C(OCc1nc2ccc(Cl)cc2n1CCO)c1ccccc1 | 1% | 3% | -4% | -19% | 6% | -9 | -2.7 | ?
COc1ccccc1C(=O)NC(=O)Nc1cccc(Cl)c1 | -8% | -22% | -2% | 10% | 18% | 29 | 0.9 | -17%
Cc1ccc(C(=O)N2CCN(c3ccccc3O)CC2)cc1S(=O)(=O)N1CCCCC1 | -9% | 41% | -10% | 10% | 0% | 1 | -0.2 | -13%
COc1ccccc1N1CCN(C(=O)c2cc3c(-c4ccc(Cl)cc4)nn(C)c3s2)CC1 | -2% | -19% | -13% | -14% | 1% | 3 | -2.8 | 6%
Cc1cccc(NC(=O)c2cccc(S(=O)(=O)Nc3c(C)n(C)n(-c4ccccc4)c3=O)c2)c1 | 2% | / | 6% | -18% | 2% | 3 | 1.9 | -15%
COc1ccc(OC)c(S(=O)(=O)CC(O)CS(=O)(=O)c2ccccc2)c1 (stereo not given) | 3% | 1% | 7% | 2% | -19% | -4 | -0.3 | 8%
CC1(C(=O)Nc2ccccc2)Cc2ccccc2C(=O)O1 (stereo not given) | 1% | 7% | -6% | -1% | 5% | 1 | -0.7 | 6%
Cc1c(Cl)cccc1NC(=O)CNC(=O)CCS(=O)(=O)c1ccc(F)cc1 | 19µM* | -20% | 5% | -6% | 5% | -21 | 0.2 | -4%
CCNc1c([N+](=O)[O-])c(=O)n(CC)c2ccccc12 | 0% | -6% | -7% | 19% | 3% | 4 | -0.5 | 10%
CCOC(=O)c1cc2c(=O)n3ccccc3nc2n(C(C)C)c1=NC(=O)c1ccco1 | -4% | 3% | -1% | -12% | -10% | -8 | 0.5 | -7%
CCn1ccnc1CNC(=O)CC1C(=O)NCCN1Cc1ccc(OC)cc1OC (stereo not given) | -11% | 20% | 9% | 17% | 9% | 8 | -0.1 | 12%
CC1CCCCC1NC(=O)C(Cc1ccccc1)NS(=O)(=O)c1cccs1 (stereo not given) | -17% | 8% | -11% | -3% | 16% | / | 0.6 | -6%
COc1ccc2c(c1)c(N=NC(N)=S)c(O)n2CC(=O)c1ccccc1 | -10% | -1% | 6% | -18% | 8% | -3 | -2.1 | 0%
Cc1ccc2[nH]c3c(c2c1)CN(C(=O)CN(C)CC1OCCO1)CC3 | -13% | 4% | 5% | 8% | 0% | -2 | -1.0 | 12%
Nc1[nH]c(C(=O)c2ccccc2)c(-c2ccc(Br)cc2)c1C(=O)c1cccs1 | ? | 12% | -3% | -12% | -9% | 0 | -0.4 | 4%
CCc1ccc(N(CC(=O)NCC2CCCO2)C(=O)CCC(=O)Nc2nccs2)cc1 (stereo not given) | -4% | 19% | -5% | 3% | 1% | 5 | 1.2 | 0%
Cc1[nH]nc2c1C(c1cccs1)C(C#N)=C(N)O2 (stereo not given) | -29% | 7% | ? | -3% | 4% | ? | 0.6 | -5%
CCCCn1c(-c2sccc2C)n[nH]c1=S | -16% | -4% | -2% | -15% | 6% | -15 | -4.9 | ?
OC(c1ccc(F)cc1)c1nc(-c2ccoc2)cs1 (stereo not given) | -7% | -12% | -6% | -15% | -5% | -13 | 1.2 | -1%
CNc1oc(Cc2ccccc2)nc1S(=O)(=O)c1ccccc1 | 2.7µM* | -3% | ? | 2% | 0% | -85* | -0.8 | 2%
O=C(Nc1ccccc1C(=O)NC1CC1)c1ccc([N+](=O)[O-])o1 | -22% | 0% | -35% | -2% | -38%[inhibitor] | ? | -0.2 | 14%
COc1ccccc1NS(=O)(=O)c1ccc(C(=O)NCc2ccco2)cc1 | 4% | 2% | 0% | 3% | 1% | 0 | -0.3 | 5%
O=C(NCCc1c[nH]c2ccccc12)C(=O)c1c[nH]c2ccccc12 | 4% | -18% | -9% | -22% | -9% | 5 | 0.6 | 4%
CC1CCCN(C(=O)CSc2cnc3ccccc3n2)C1 (stereo not given) | -8% | 16% | 3% | 16% | 1% | / | 1.9 | -23%
Oc1ccc(C=NC2CCCCC2)cc1 | -14% | 5% | 10% | -18% | 4% | 2 | 0.0 | 6%
O=C(O)[C@@H]1CCCN1C(=O)c1ccccc1N1C(=O)[C@@H]2Cc3c([nH]c4ccccc34)C(c3cccc(Cl)c3)N2C1=O (stereo not given in full) | -16% | 34% | -6% | -16% | 10% | -4 | 5.0 | 2%
Cc1cccc(C(=O)Oc2ccc3ccc(O)cc3c2)c1 | -13% | -51% | -3% | -16% | -16% | 0 | -0.4 | -19%
Cc1[nH]n(-c2ccccc2)c(=O)c1C=NC1CCCCCC1 | -13% | 21% | -5% | -6% | -13% | -2 | -0.5 | -8%
O=c1[nH]c(C2CCN(S(=O)(=O)c3cccc([N+](=O)[O-])c3)CC2)nc2c1nnn2Cc1ccccc1 | -3% | 41% | 4% | -28% | 15% | 0 | 0.0 | 2%
Cc1cc(NC(=O)CSc2nc(CCC3CCCC3)nc3ccccc23)no1 | 0% | 39% | 9% | 2% | -5% | 1 | -3.3 | ?
COC(=O)c1ccc(NC(=O)COc2cccc3c2OC(C)(C)C3)cc1 | -13% | 5% | -13% | -14% | 5% | 6 | -1.1 | 6%
FC(F)(F)c1ccnc(NCc2ccc(Cl)cc2)n1 | -8% | 9% | 2% | -16% | -2% | -3 | -0.1 | 14%
N#Cc1ccc(OCC(=O)N2CCCC2=O)cc1 | -13% | -14% | 1% | -13% | 8% | 1 | -0.4 | -1%
Cc1ccc2nc(C)cc(N/N=C/c3ccccc3O)c2c1 | -1% | -15% | -3% | 2% | -1% | -5 | 3.4 | -20%
CCC(C)(c1ccc(C(=O)OC)s1)c1ccc(C(=O)OC)s1 | -3% | 35% | 7% | -2% | -1% | 3 | -3.1 | 5%
COC(=O)c1ccc(-n2cncn2)c(F)c1 | -13% | 11% | 1% | -9% | 8% | / | 0.4 | -8%
Nc1nc(SCC(=O)N2CCN(S(=O)(=O)c3ccc(Cl)cc3)CC2)n[nH]1 | 2% | -34% | -6% | 11% | -13% | 8 | -0.3 | -13%

Compound profiles, as listed above. Order of screens: PLK1 PBD inh, FUS suppressor, WRN helicase inh, EPAC1 antag, EPAC1 ag, PI5P4Ka inh, IL-2 act, Abeta yeast res
`COC(=O)c1ccc(-n2cncn2)c(F)c1` in the list: -13%, 11%, 1%, -9%, 8%, /, 0.4, -8%
`O=C(O)[C@@H]1CCCN1C(=O)c1ccccc1N1C(=O)[C@@H]2Cc3c([nH]c4ccccc34)C(c3cccc(Cl)c3)N2C1=O` (stereo not given in full) in the list: -16%, 34%, -6%, -16%, 10%, -4, 5.0, 2%
`Cc1ccc2nc(C)cc(N/N=C/c3ccccc3O)c2c1` in the list: -1%, -15%, -3%, 2%, -1%, -5, 3.4, -20%
